Assay outcomes from PubChem BioAssay.
CHO-K1 Ca antag: nonselective inhibitor or artifact in parental CHO-K1 cells. ATP-induced calcium, Fluo-8 fluorescence. inhibition, % at 3 µM. 360,000 compounds, 0.6% hits. AID 602250;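 active = inhibition above a per-plate cutoff, the plate's mean sample inhibition plus 3 SD, cut at about 24% in these data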;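 also: 0% = DMSO plus EC80 ATP and 100% = DMSO alone without ATP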
CHO-K1 Ca PAM: counter-screen for M1 PAMs: effect in parental CHO-K1 cells; 360,000 compounds, 0.02% hits; activation, % at 3 µM; ATP EC20, Fluo-8 calcium fluorescence; 0% at ATP EC20, 100% at ATP max;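 active = activation above the run cutoff, the mean activation of all test compounds plus 3 SD, cut at about 40% in these data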;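 also: peak over basal fluorescence ratio in a 140 s read after ATP addition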
V1aR counter: activates human V1a receptor in oxytocin agonist counter-screen; P37288; CHO-V1R cells, Fluo-8 calcium fluorescence, agonist mode; 0% DMSO, 100% 3 nM vasopressin; activation, % at 3 µM; 320,000 compounds, 0.25% hits;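 active = activation above the mean activation of all tested compounds plus 3 SD, per screening run, cut at about 20% in these data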;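 also: signal is peak over basal fluorescence ratio across a 100 second FLIPR read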
CHRM1 agonist: human M1 muscarinic receptor agonism. CHO-K1 hM1, Fluo-8 calcium fluorescence, agonist mode; 0% DMSO, 100% acetylcholine EC100. activation, % at 3 µM. 360,000 compounds, 0.33% hits. AID 588814;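 active = activation above the run's mean compound activation plus 3 SD, cut at about 16% in these data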;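 also: peak over basal fluorescence ratio within a 140 s kinetic read after compound addition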
Target sequence (P11229 whole entry, looked up): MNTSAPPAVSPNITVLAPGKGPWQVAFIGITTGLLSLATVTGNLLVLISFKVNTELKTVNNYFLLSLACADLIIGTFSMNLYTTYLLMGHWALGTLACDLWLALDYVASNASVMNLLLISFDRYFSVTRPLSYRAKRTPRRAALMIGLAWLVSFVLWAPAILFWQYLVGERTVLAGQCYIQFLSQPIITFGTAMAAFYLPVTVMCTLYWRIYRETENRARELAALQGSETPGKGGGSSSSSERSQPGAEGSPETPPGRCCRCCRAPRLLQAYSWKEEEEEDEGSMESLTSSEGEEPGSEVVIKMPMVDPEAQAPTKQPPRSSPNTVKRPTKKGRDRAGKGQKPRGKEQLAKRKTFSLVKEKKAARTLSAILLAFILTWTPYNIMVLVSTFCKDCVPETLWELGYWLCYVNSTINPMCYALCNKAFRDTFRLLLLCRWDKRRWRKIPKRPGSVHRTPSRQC
TAAR1 ag: human TAAR1 agonism | Q96RJ0 | CHO RD-HGA16 TAAR1, Fluo-8 calcium fluorescence; vehicle wells 0%, saturating PEA agonist 100% | activation, % at 3 µM | 360,000 compounds, 0.99% hits | AID 624467;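 active = activation above the mean activation of all test compounds in the run plus 3 SD, cut at about 38% in these data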
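Test system: RD-HGA16 (CHO) cells co-expressing Gα16 and hTAAR1 | Doses: Single dose, 3 µM | Schedule: 17-24 h seeding, 75 min 37 °C dye, 30 min RT | Evaluation: % activation from peak over basal fluorescence ratio, DMSO-to-PEA scaled | Technique: Kinetic Fluo-8 calcium fluorescence | Benchmarks: Low control DMSO, high control PEA (EC100)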
CHO parental Ca: signal in parental CHO cells, OX1R antagonist counter-screen. 330,000 compounds, 0.63% hits. inhibition, % at 5.6 µM. parental CHO-K1, ATP-induced calcium, Fluo-8 fluorescence;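 active = inhibition above that plate's mean sample inhibition plus 3 SD, cut at about 26% in these data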;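 also: 0% = ATP-challenged DMSO wells and 100% = DMSO wells without ATP; some compounds past the cut are filed as inactive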
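Test system: parental CHO cells; detection: calcium-sensitive Fluo-8 fluorescence; evaluation: percent inhibition of calcium signal; also added: ATP as calcium-mobilizing challenge; repeats: one well per compound; control set: ATP-challenged DMSO wells low, unchallenged DMSO wells high; compound: single nominal dose of 5.6 µM per compound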
OXTR potentiator: potentiators of human oxytocin receptor | P30559 | CHO-OTR cells, Fluo-8 calcium fluorescence, potentiator mode; 0% = oxytocin EC15, 100% = EC100 | activation, % at 3 µM | 320,000 compounds, 0.061% hits | AID 2445;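 active = activation above that plate's cutoff, the mean activation of tested compounds plus 3 SD, cut at about 6.6% in these data, passing the limit was not always enough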;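 also: 100% uses oxytocin at 75 nM as the full agonist control; some results filed as inactive read as strong as hits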
Target sequence (P30559 whole entry, looked up): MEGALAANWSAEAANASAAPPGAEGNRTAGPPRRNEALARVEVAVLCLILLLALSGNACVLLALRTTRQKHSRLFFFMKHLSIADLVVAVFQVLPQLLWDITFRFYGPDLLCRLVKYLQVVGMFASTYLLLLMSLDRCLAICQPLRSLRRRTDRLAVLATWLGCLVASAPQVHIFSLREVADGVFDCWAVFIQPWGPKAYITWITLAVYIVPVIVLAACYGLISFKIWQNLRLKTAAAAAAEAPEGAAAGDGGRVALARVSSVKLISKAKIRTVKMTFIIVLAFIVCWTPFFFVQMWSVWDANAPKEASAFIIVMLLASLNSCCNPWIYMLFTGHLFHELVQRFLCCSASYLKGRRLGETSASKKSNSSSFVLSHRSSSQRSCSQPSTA
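assay system = CHO-OTR cells, human receptor | schedule = compound 6 min at room temperature before oxytocin, 100 s read | detection = Fluo-8 intracellular calcium fluorescence, ex 470-495, em 515-575 nm | evaluation = normalized max/min fluorescence ratio, % activation | control set = EC15 oxytocin alone as 0%, 75 nM oxytocin (EC100) as 100%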
TAAR1 antagonist: human TAAR1 antagonism | Q96RJ0 | CHO RD-HGA16 TAAR1, Fluo-8 calcium fluorescence, antagonist | inhibition, % at 3 µM | 360,000 compounds, 1.5% hits | AID 624466;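 active = inhibition above a per-plate cutoff, the mean inhibition of test compounds on that plate plus 3 SD, cut at about 49% in these data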;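 also: 0% = DMSO plus EC80 beta-PEA response and 100% = DMSO alone without agonist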
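Assay system: RD-HGA16 CHO cells with stable hTAAR1 and Gα16 / Reagent: EC80 β-phenethylamine stimulus / Doses: 3 µM, single point / Timing: dye loading 75 min at 37 °C, then 30 min room temperature / Measured by: Fluo-8 intracellular calcium dye fluorescence, real-time kinetic reads / Controls: vehicle wells and EC80 agonist wells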
M1 ag parental: counter-screen for M1 agonists: effect in parental CHO-K1 cells | 360,000 compounds, 0.48% hits | Fluo-8 calcium fluorescence; scaled to maximal ATP response, vehicle zero | activation, % at 3 µM; in the data active = activation above about 15%;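 also: untransfected CHO-K1 host cells lacking M1 receptor as counterscreen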
Active calls of the source: *; x = no result given.

Every second line gives: CHO-K1 Ca antag, CHO-K1 Ca PAM, V1aR counter, CHRM1 agonist, TAAR1 ag, CHO parental Ca, OXTR potentiator, TAAR1 antagonist, M1 ag parental
1. C[C@@H]1CN([C@@H](C)CO)C(=O)c2cc(Br)cnc2O[C@@H]1CN(C)Cc1ccc(Oc2ccccc2)cc1
→ -1.9, 18.9, x, -9.3, -0.1, x, x, -23.9, 0.9
2. O=S1(=O)CCN(CCCCc2ccccc2)CC1
→ 4.0, -0.9, x, -4.4, 1.0, x, x, -6.0, 0.0
3. CSc1cccc(NC(=S)NC(=O)c2cccnc2)c1
→ -11.6, 17.3, x, -3.2, 1.6, x, x, 7.5, 0.2
4. Cc1ccc(OCC(O)CN2CCC(Cc3ccccc3)CC2)c(C)c1 (configuration not stated)
→ -3.4, 1.6, 7.3, 0.5, 36.2, -17.5, -10.2, -5.0, 6.7
5. CCC(NC(=O)/C(=C\c1ccc2c(c1)OCO2)NC(C)=O)C(=O)O (configuration not stated)
→ -3.5, 6.8, 0.6, -3.2, 2.6, -1.1, -4.0, 2.7, 0.3
6. Nc1nc2n(c1C(=O)c1ccccc1)CCC2
→ -45.6, 29.3, 0.1, -3.9, 1.5, -12.4, 0.8, 8.8, 2.3
7. O=C(COC(=O)C(O)c1ccccc1)c1ccc2c(c1)OCCO2 (configuration not stated)
→ 2.9, -1.9, 0.7, -3.7, 7.0, -4.5, -9.3, -27.2, 0.9
8. CC(=O)n1nc(-c2ccc(Cl)cc2)nc1NCc1ccco1
→ -6.7, -6.2, 0.3, -3.7, 5.8, -5.5, 4.2, -17.2, 0.0
9. COc1ccc(-c2ocnc2C(=O)N2CCN(C(=O)C(c3ccccc3)c3ccccc3)CC2)cc1
→ -9.1, 5.5, 0.0, -7.4, 3.0, -11.4, 2.2, 10.8, 0.1
10. CCCCc1ccc(NC(=S)N2CCN(C)CC2)cc1
→ -9.7, 7.0, -0.4, -8.7, 3.0, -1.3, -8.7, -8.6, 0.4
11. CC1CCCCC1NC(=O)C1CCN(S(=O)(=O)N2CCCCCC2)CC1 (configuration not stated)
→ -18.9, 24.9, 1.6, -3.4, 6.6, -7.9, 1.6, 1.5, 2.0
12. CCOC(=O)C1CCCN(C(=O)C2(c3ccc(Cl)cc3)CCCC2)CC1 (configuration not stated)
→ -1.4, 6.3, x, -7.5, 3.8, x, x, -12.4, -0.3
13. O=C(NC(=S)Nc1ccccn1)c1ccc([N+](=O)[O-])cc1
→ 0.4, -1.0, 0.0, -7.1, 3.1, -7.2, -7.5, 8.0, 0.4
14. CCOc1ccc(NC(=O)COc2nsnc2N2CCOCC2)cc1
→ -5.1, 7.7, -0.3, -3.1, 1.0, -10.1, -3.3, -13.8, 0.0
15. CCc1ccccc1NC(=O)CNC(=O)CSC(=S)N1CCCC1
→ -5.5, 2.9, 0.7, -0.7, -2.0, -6.5, -9.5, 9.2, 0.2
16. Cc1n[nH]c(=S)n(/N=C/c2cccc([N+](=O)[O-])c2)c1=O
→ -0.1, -1.0, 0.9, -1.5, 3.4, -7.0, -3.9, -9.5, -0.4
17. COc1ccc(C(=O)CSc2nnc(NC(=O)C3CC(=O)N(c4ccccc4)C3)s2)cc1 (configuration not stated)
→ -2.1, 11.8, 1.6, -3.9, 7.8, 4.4, -8.4, 7.6, 2.3
18. C[C@H](Nc1ncnc2sc3c(c12)CCC3)C(=O)O
→ -4.3, 4.0, 0.1, -2.5, 0.2, -4.8, -6.6, 1.6, -0.1
19. CCNC(=O)c1ccccc1NC(=O)C1CC(=O)N(C(C)C)C1 (configuration not stated)
→ -5.3, 15.9, 0.6, -4.8, 0.9, -7.4, 4.1, -1.5, 1.4
20. CCOC(=O)N(Cc1ccccc1)C1CC1
→ -4.0, 0.5, x, -2.7, 3.2, x, x, 2.4, 0.5
21. CCOC(=O)Cn1ccc(NC(=O)COc2ccc(F)cc2F)n1
→ 13.7, -13.4, 1.7, -2.6, 1.0, 12.7, -2.4, -10.1, 2.7
22. Cc1c(NS(=O)(=O)c2cccs2)cccc1-c1nc2cccnc2s1
→ -5.1, 18.9, 3.3, -0.4, 2.0, -14.4, -4.0, -7.1, 3.7
23. CC(NC(=O)NC(=O)c1ccc(F)cc1)C1CC1 (configuration not stated)
→ -7.0, -8.5, 1.8, -2.0, 0.6, -6.6, -7.5, -12.1, 3.6
24. CN(Cc1ccccc1)C(=O)c1nc2ccccn2c1CN1CCc2sccc2C1
→ 7.1, -12.3, -0.5, -6.2, 14.6, -31.3, -3.6, 25.5, 4.9
25. O=C1N/C(=C/c2cccn2-c2ccc(F)cc2)C(=O)N1Cc1ccccc1
→ -18.8, 12.2, -0.1, -3.2, 2.8, -0.5, -1.9, 14.6, 0.3
26. Cc1ccc(-c2ccc(CCC(=O)O)n2CC2CCCO2)cc1 (configuration not stated)
→ -9.9, 8.4, 0.5, -4.2, 3.5, -14.3, 2.0, 12.3, 0.2
27. Fc1ccc(C(CCNCc2cccs2)c2ccco2)cc1 (configuration not stated)
→ -3.2, 17.3, 1.8, 3.0, 6.9, -25.5, -5.3, -15.1, 10.5
28. Cc1cc2c(c(SCC(=O)NCc3ccccc3Cl)n1)C(=O)OC2
→ -13.3, 2.5, 1.0, -6.1, 0.7, -19.5, -1.1, -16.6, 1.6
29. O=S(=O)(c1ccccc1)c1nc(NCc2cccnc2)sc1Cl
→ -10.0, 9.3, 1.3, -7.9, 5.5, -12.1, -9.8, -27.2, 3.6
30. Cc1cc(CNC(=O)C(C)n2nc(C)c([N+](=O)[O-])c2C)c2ccccc2n1 (configuration not stated)
→ -16.8, -11.4, 1.4, -2.0, 2.6, -11.0, -1.6, -7.1, 2.7

Going on with the list:
Every second line gives: CHO-K1 Ca antag, CHO-K1 Ca PAM, V1aR counter, CHRM1 agonist, TAAR1 ag, CHO parental Ca, OXTR potentiator, TAAR1 antagonist, M1 ag parental
31. COc1ccc(C(=O)N/C(=C/c2ccco2)C(=O)NC2CCS(=O)(=O)C2)cc1 (configuration not stated)
→ -9.4, 11.0, -0.3, -6.9, 10.3, -12.8, -1.8, -0.3, 0.4
32. Cc1nn(C)cc1[C@@H]1C[C@H]2CN(Cc3cccc(Cl)c3)C(=O)[C@]23CCCN13
→ -9.3, 21.2, 0.4, -9.9, 1.0, -1.0, -8.3, -14.4, -0.2
33. Cc1ccc(-n2nc(C(=O)N3CCN(C)CC3)c3c4ccccc4n(C)c3c2=O)cc1
→ 5.3, 10.3, 0.3, 2.0, 4.8, -22.2, -8.6, -20.4, 0.6
34. COc1ccccc1CC(=O)Nc1ccc(Cl)cc1C(=O)O
→ -1.0, 7.6, 2.3, -2.2, 1.2, -5.5, -3.4, 2.6, 3.7
35. Cn1c2c(c(=O)n(C)c1=O)C(c1ccc(Cl)cc1)C(C#N)=C(N)O2 (configuration not stated)
→ -0.8, 15.2, -0.1, -4.2, 6.9, -11.5, 7.9, 5.1, 0.7
36. CCOC(=O)Cc1csc(NC(=O)CCSc2ccccc2)n1
→ -11.4, 15.3, 2.9, -2.1, -0.7, 0.1, -21.8, -28.8, 6.7
37. CCn1ncc(/C=N\NC(=O)c2cc(-c3ccc(C)cc3C)nc3ccccc23)c1C
→ 1.2, 23.8, -0.8, -0.8, 8.4, -34.4, -10.8, 6.8, 1.9
38. O=C(O)c1cncc(Br)c1
→ 0.2, 7.3, 0.4, 0.7, 1.7, -5.1, -3.3, -15.0, 0.0
39. C=CCSc1nc2ccccc2c(=O)n1Cc1ccccc1
→ 3.4, 2.7, -0.1, -7.1, 3.5, -37.7, -12.9, 12.8, -0.4
40. O=C(Nc1ccc(C(=O)N2CCCC2)cc1)c1ccc(F)cc1Cl
→ -4.4, 7.0, 1.4, -3.3, 0.2, -14.4, -7.3, -1.9, 0.1
41. CCOc1ccc(S(=O)(=O)NCCC(=O)N2CCN(c3ccccc3O)CC2)cc1
→ -20.0, 4.8, -0.1, -2.7, 0.6, -12.1, -8.6, -24.2, 2.8
42. COc1ccc(NC(=O)c2ccccc2NC(=O)c2ccco2)cc1
→ -17.4, -9.0, 0.3, -2.0, 0.6, -22.1, -8.1, -3.4, 1.8
43. O=C(CCc1nnc2ccc(NCc3ccco3)nn12)N1CCCCC1
→ -7.7, 12.1, -0.5, -4.3, 3.9, -2.6, -5.6, -13.0, 1.2
44. c1ccc(Nc2nc(-c3ccncc3)cs2)cc1
→ -7.7, 16.6, -1.1, -4.7, 4.6, 2.9, 1.3, -14.6, -0.1
45. CCc1nc2ccc(C(=O)N(C)CC(=O)Nc3cccc(F)c3)cc2nc1CC
→ -5.5, 2.2, 3.6, -1.6, 9.4, -29.5, -6.1, 34.0, 4.8
46. Cc1nc(SCc2ccc(Br)cc2)[nH]c(=O)c1C
→ 15.4, -6.2, 3.1, -0.4, 9.5, -5.9, -2.6, -23.4, 2.9
47. CC(C)(C)NC(=S)NC1CC1
→ -4.6, 2.4, -0.4, -2.8, 0.6, -7.1, -10.8, -4.3, 0.6
48. CCCCc1ccc(NC(=O)CC(C)=O)cc1
→ -8.2, 9.0, 0.5, -3.9, 3.4, -4.5, 1.8, -8.6, 0.6
49. CCC(=O)Nc1cccc(-c2nnc(SCC(=O)c3ccccc3)n2C)c1
→ 8.2, -3.5, 1.0, -0.5, 18.8, -5.4, -4.2, -6.3, 0.1
50. Cc1nc2ccc(Cl)cn2c1[N+](=O)[O-]
→ -5.3, 8.2, x, -2.7, 1.9, x, x, -4.9, 0.8
51. COc1ccccc1/C=N/NC(=O)CN(C1=NS(=O)(=O)c2ccccc21)c1ccccc1
→ -2.7, 21.4, 1.4, -4.9, 2.9, -16.6, -9.1, -2.1, 0.0
52. CC(=O)Nc1ccc(C(=O)NNC(=O)c2cc([N+](=O)[O-])cc([N+](=O)[O-])c2)cc1
→ 8.1, 1.9, 2.7, -2.5, 7.2, -11.2, -10.4, -7.0, 0.2
